Myeloid diff MLP: myeloid differentiation induction; ER-HoxA9 myeloid progenitors, lysozyme-GFP differentiation, flow cytometry; calls only at 10 µM; 1% of 360,000 active; AID 624256;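 active = normalized GFP-positive differentiation at or above the plate's own cutoff, the solvent-only control mean plus 3 SD; inconclusive = no clear call, values can overlap the other calls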;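 also: cells exposed to compound for four days before flow analysis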
UTI89 phage lysis: protection from phage-mediated lysis, alamar blue read-out – E. coli UTI89, K1F phage, bacterial capsule biogenesis inhibitors (AID 488966); E. coli UTI89 K1F phage lysis, alamar blue, 2 h; higher % means a stronger effect; one-dose inhibition, % at 100 µM; IC50 in µM for titrated hits; 0.02% of 340,000 active;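 active = phage lysis inhibition, versus mean bacterial control, above a set limit; inconclusive = no clear call, values can overlap the other calls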;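 also: capsule biogenesis inhibitors block K1F phage lysis so surviving cells raise fluorescence; higher fluorescence means more inhibition of phage lysis; actives were called in the ten point dose series up to 300 µM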
Myeloid diff MLP GFP+ MAC1+ %: second read-out of Myeloid diff MLP, no call of its own (marks repeat the call); GFP+ MAC1+ double positive, %; measured here: differentiation confirmed by MAC1 staining
Numbers without * were called inactive; i = inactive; ? = inconclusive; . = not tested or not shown; + = active, no number; & = joins results of further samples; [ ] = another dose, or the depositor's remark.

Molecule,Myeloid diff MLP,Myeloid diff MLP GFP+ MAC1+ %,UTI89 phage lysis
Cc1ccc(NS(=O)(=O)c2ccc(Cl)nc2)c(C)c1,i,0.9,-0.3%[50 µM]
CCCCN(C(=O)C(C)Oc1ccc(Br)cc1)c1c(N)n(CC(C)C)c(=O)[nH]c1=O (stereo unspecified),i,0.8,-0.1%[50 µM]
CCC1(c2ccc(F)cc2)NC(=O)N(CC(=O)N2CCN(S(=O)(=O)c3ccc(Cl)cc3)CC2)C1=O (stereo unspecified),i,0.9,0.4%[50 µM]
CCOc1cc(/C=N/NC(=O)C(O)(c2ccccc2)c2ccccc2)ccc1OC(=O)c1ccco1,i,0.2,0.7%
Cc1nc(N2CCN(c3ccccc3F)CC2)[nH]c(=O)c1C,i,0.3,-1.1%
COc1ccc(C(=O)N2CCCC2(C#N)c2ccccc2)cc1[N+](=O)[O-] (stereo unspecified),i,0.6,0.2%
O=C(NCCC1CCCCN1S(=O)(=O)c1ccccc1)C(=O)NCCN1CCOCC1 (stereo unspecified),i,1.6,1.1%[50 µM]
Cc1c(Cl)cccc1N=C1SCCN1C(=O)CN1C(=O)NC2(CCCC2)C1=O,i,1.0,-1.2%[50 µM]
COc1ccc(-c2cccc3c2C2CC3CCN2C(=O)OCc2ccccc2)cc1 (stereo unspecified),i,0.7,-0.1%
COc1ccc(C2=CC(=O)C[C@H](c3ccc4c(c3)OCO4)C2)cn1,i,0.7,1.1%
CC(CCC(=O)O)C1CCC2C3CC(O)C4CC(O)CC[C@]4(C)C3CCC12C (stereo partly specified),i,1.9,2.6%
COc1ccccc1NC(=O)Nc1nc(CC(=O)NCc2cccnc2)cs1,i,0.1,0.9%[50 µM]
CCCn1c(SCC(=O)Nc2cc(C)on2)n[nH]c1=O,i,0.5,0.8%[50 µM]
CCCOC(=O)c1c(-c2ccc(OC)cc2)oc2ccc(-c3ccc(OC)nc3)cc12,i,2.2,1.6%
COc1ccc(C(=O)COC(=O)CCN2C(=O)C3CC=CCC3C2=O)c(OC)c1 (stereo unspecified),i,0.6,0.2%[50 µM]
Cc1ccc(NC(=O)COC(=O)c2c(-c3ccccc3)noc2C)c(C)c1,i,0.9,0.1%
COc1ccc(S(=O)(=O)N2CCCCCC2)cc1NC(=O)c1ccccc1S(C)(=O)=O,i,0.4,0.4%[50 µM]
CCOC(=O)c1ccc(-c2c(C)cc3oc(=O)cc(-c4ccccc4)c3c2C)cc1,i,2.4,0.4%
CC1(C2CC2)NC(=O)N(CC(=O)N2CCN(c3cccc(C(F)(F)F)c3)CC2)C1=O (stereo unspecified),i,0.5,1.0%
Cc1ccc(C)c(OCC(=O)NNC(=O)C2CCC2)c1,i,0.7,0.0%[50 µM]
CC(=NNc1ccccc1)C(C)=NNc1ccccc1,i,0.7,-2.3%
COCCCNC(=O)C[C@H]1C[C@H](C(=O)N2CCCCC2)[C@@]2(C)c3[nH]c4ccc(Cl)cc4c3CCN2C1=O,+,2.8*,-0.4%
COc1ccc(NS(=O)(=O)c2cccc(C(=O)N/N=C(/C)c3ccc(-n4ccnc4)cc3)c2)cc1,i,1.9,-1.2%
O=C(CN1C(=O)NC(c2ccccc2)(c2ccccc2)C1=O)NCc1ccc(F)cc1,i,1.7,-0.1%[50 µM]
Cc1ccc2c(c1)C(=C(C#N)C#N)CCN2,i,1.7,2.1%
Cc1ccc(S(=O)(=O)N2[C@@H](c3ccccc3)C(C(=O)O)=CC[C@H]2c2cccc(C)c2)cc1,i,1.3,2.8%
CC(=O)c1ccc(NC(=O)[C@@H]2CCCN2C2=NS(=O)(=O)c3ccccc32)cc1,i,1.1,1.4%[50 µM]
COc1ccc2c(c1)CC(N1CCN(C)CC1)c1cc(OC)ccc1S2 (stereo unspecified),i,1.3,1.6%
CCN(CC(=O)NCc1ccc(Cl)cc1)C(=O)COc1ccc(Cl)cc1Br,i,1.2,-1.6%[50 µM]
COc1ccc(-c2noc(CCC(=O)N3CCN(c4ccc(F)cc4)CC3)n2)cc1,i,0.9,0.1%
COc1ccc(NC(=O)CSc2n[nH]c(=O)n2C2CC2)cc1OC,i,2.0,0.4%[50 µM]
CN1CCN(C(=O)c2ccc(S(=O)(=O)Nc3ccccc3)cc2)CC1,i,0.4,0.8%[50 µM]
Cc1ccc(C(CNC(=O)C(=O)Nc2ccc3c(c2)OCCO3)N2CCN(C)CC2)cc1 (stereo unspecified),i,0.5,1.4%[50 µM]
CCOc1ccc(S(=O)(=O)NCCC(=O)OCC(=O)c2ccc(NC(C)=O)cc2)cc1,i,0.8,1.1%[50 µM]
COC(=O)C(Cc1ccc(O)cc1)NC(=O)Cn1cc(C)c(=O)[nH]c1=O (stereo unspecified),i,1.3,-0.1%
COc1ccc(CN2CCC(=O)N([C@H](CO)CC(C)C)CC2)cc1OC,i,4.0,0.1%

Continued (3 carried over from the part before).
Molecule,Myeloid diff MLP,Myeloid diff MLP GFP+ MAC1+ %,UTI89 phage lysis
CCOc1ccc(S(=O)(=O)NCCC(=O)OCC(=O)c2ccc(NC(C)=O)cc2)cc1,i,0.8,1.1%[50 µM]
COC(=O)C(Cc1ccc(O)cc1)NC(=O)Cn1cc(C)c(=O)[nH]c1=O (stereo unspecified),i,1.3,-0.1%
COc1ccc(CN2CCC(=O)N([C@H](CO)CC(C)C)CC2)cc1OC,i,4.0,0.1%
O=C1CC2(CCCCC2)Oc2ccc(Cl)cc21,i,2.1,-1.2%
COc1ccc2cc(C(=O)NCc3ccccc3CN3CCCC3)ccc2c1,i,0.7,0.9%[50 µM]
O=C(CN1CCCC1c1ccc2c(c1)OCCO2)NC(=O)Nc1ccccc1 (stereo unspecified),i,1.0,-0.2%[50 µM]
Cc1cc(NC(=O)CSCC(=O)Nc2ccccc2N2CCCCC2)no1,i,0.5,1.2%[50 µM]
COC(=O)c1ccc(N2CC3CNC(=O)C2(C(=O)OC)N3C)cc1 (stereo unspecified),i,1.2&1.1,1.8%&0.7%
COc1cccc(CN(C)Cc2cc(=O)oc3cc(O)c(Cl)cc23)c1,i,0.9,0.1%
Cn1c(=O)c2[nH]c(CN3CCCCC3)nc2n(C)c1=O,i,1.1,-0.7%
Cc1ccc(N2C(=O)N(CC(=O)Nc3ccccc3C(F)(F)F)C(=O)C2C)cc1 (stereo unspecified),i,1.0,1.0%[50 µM]
COc1ccc(S(=O)(=O)N(C)C[C@H]2Oc3c(NC(=O)Nc4ccc5c(c4)OCO5)cccc3C(=O)N([C@H](C)CO)C[C@@H]2C)cc1,i,0.3,0.3%
CSCCC(NC(=O)c1ccccc1Br)C(=O)NNC(=O)c1ccncc1 (stereo unspecified),i,0.4,0.1%[50 µM]
C=CCC[C@H](Cc1ccc(F)cc1)C(=O)OC[C@H](Cc1c[nH]c2ccccc12)NC(=O)[C@@H](CC=C)CC(=O)N[C@@H](CO)Cc1ccccc1,i,2.0,0.0%
COc1ccc(OCCOC(=O)CNC(=O)c2ccc(C)cc2)cc1,i,0.8,1.2%[50 µM]
COc1ccc(NC(=O)CN(C)C(=O)c2ccc(N3CCOCC3)c([N+](=O)[O-])c2)cc1,i,1.3,1.4%[50 µM]
CSCCC(NC(=O)COc1ccccc1)C(=O)OCC(=O)c1ccccc1 (stereo unspecified),i,0.4,0.5%[50 µM]
Cc1ccc(C)c(S(=O)(=O)N2CCN(C(=O)c3ccccn3)CC2)c1,i,1.1,0.4%[50 µM]
O=C(CN1C(=O)NC2(CCCC2)C1=O)NCCc1ccccc1,i,0.7,0.3%[50 µM]
O=C(NNC(=O)c1ccc2ccccc2c1)c1ccc(Cl)c(Cl)c1,i,0.9,-1.2%
CN(Cc1cccc(Cl)c1)C(=O)C1CCN(C(=O)Nc2ccccc2)CC1,i,1.2,0.6%[50 µM]
O=C(Nc1ccccc1C(=O)Nc1ccccc1C(=O)O)c1ccccc1,i,0.2,0.0%
CC(=O)OCC1=C(C(=O)O)N2C(=O)C(NC(=O)COc3ccc(F)cc3)C2SC1 (stereo unspecified),i,2.1,0.4%[50 µM]
Cc1ccc(S(=O)(=O)Nc2ccccc2N(C)S(=O)(=O)c2ccc(C)cc2)cc1,i,1.7,-0.7%
COc1cc2[nH]c(C(=O)N3CCN(C)CC3)cc2c(OC)c1OC,i,0.5,0.4%
CC(=O)N1CCN(C(=O)CNC(=O)c2cccs2)CC1,i,0.1,0.8%[50 µM]
COc1ccc(OC)c(CN2CCN(C(=O)c3ccc(S(=O)(=O)Nc4ccccc4F)cc3)CC2)c1,i,0.5,0.7%[50 µM]

2 compounds picked at random from the list so far, as already listed:
Molecule,Myeloid diff MLP,Myeloid diff MLP GFP+ MAC1+ %,UTI89 phage lysis
COc1ccc(C2=CC(=O)C[C@H](c3ccc4c(c3)OCO4)C2)cn1,i,0.7,1.1%
O=C(CN1C(=O)NC2(CCCC2)C1=O)NCCc1ccccc1,i,0.7,0.3%[50 µM]

Next section:
Molecule,Myeloid diff MLP,Myeloid diff MLP GFP+ MAC1+ %,UTI89 phage lysis
Cc1ccc(S(=O)(=O)N2CCN(C(=O)COC(=O)CCOc3ccc(C(C)(C)C)cc3)CC2)cc1,i,0.8,-0.8%[50 µM]
Cc1ccc(S(=O)(=O)N2CCOCC2)cc1C(=O)OC1CCOC1=O (stereo unspecified),i,0.9,0.1%[50 µM]
Cc1ccc(S(=O)(=O)NCCC(=O)NCCCSc2ccccc2)cc1,i,1.7,-0.4%[50 µM]
O=[N+]([O-])c1cc(Br)c2nsnc2c1N1CCOCC1,i,0.4,-1.5%
COc1ccccc1C(=O)NCCC(=O)N1CCN(S(=O)(=O)c2cccc(Cl)c2)CC1,i,0.6,0.4%[50 µM]
O=C(COC(=O)c1ccc([N+](=O)[O-])o1)NCc1ccccc1,i,2.2,-5.5%
Nc1ccc(Cn2ccc3c4c(N)nc(N)nc4ccc32)cc1,?,.,2.7%
CC(CNC(=O)CN1C(=O)NC2(CCCCC2C)C1=O)c1ccccc1 (stereo unspecified),i,0.5,1.9%[50 µM]
COc1ccc([C@@H]2[C@@H]3C(=O)N(C(C)(C)C)C(=O)[C@@H]3[C@]3(Cc4ccccc4)C(=O)N(c4ccccc4)C(=O)N23)cc1,i,0.9,0.8%
CC(OC(=O)c1cccc(S(=O)(=O)N2CCCCC2)c1)C(=O)NCC1CCCCC1 (stereo unspecified),i,0.5,0.1%[50 µM]
O=C(O)CNC(=O)C(CS)Cc1ccccc1 (stereo unspecified),i,4.3,5.2%
C[C@]12CCC[C@H](O1)[C@H]([C@@H](O)c1ccccc1)O2,i,1.6,0.7%
C=C[C@@]1(C)CC(=O)[C@]2(O)[C@@]3(C)[C@@H](O)CCC(C)(C)[C@@H]3[C@H](OC(C)=O)[C@H](O)[C@@]2(C)O1,i,1.5,0.0%
CCc1cc(C(=O)NCC(c2ccco2)N2CCCCC2)sc1C (stereo unspecified),i,0.5,0.3%[50 µM]
CC1CCCN(C2(O)C(=O)Nc3ccc(Cl)cc32)C1 (stereo unspecified),i,0.5,0.9%
CCCCn1c(N)c(N(CCOC)C(=O)c2cccc(S(=O)(=O)N(C)c3ccc(C)cc3)c2)c(=O)[nH]c1=O,i,0.8,-1.1%
CS(=O)(=O)c1ccc(Cl)c(NC(=O)COC(=O)CCN=C2NS(=O)(=O)c3ccccc32)c1,i,0.8,0.0%[50 µM]
Cc1ccc(C(=O)N2CCN(c3cccc(C)c3C)CC2)cc1S(=O)(=O)N1CCOCC1,i,1.0,0.2%[50 µM]
COc1ccccc1C(=O)NCCC(=O)NC1CCCCCC1,i,0.4,0.8%[50 µM]
Cc1nnc(SCC(=O)Nc2ccc3[nH]c(=O)[nH]c3c2)s1,i,0.8,1.9%[50 µM]
CCC(C)C(CO)NCCCn1cnc(C(=O)Nc2ccc(C)c(C)c2)n1 (stereo unspecified),i,0.5,-0.1%
COc1ccc(NS(=O)(=O)c2ccc(N3CCOCC3)c(N)c2)cc1,i,1.2,0.7%[50 µM]
O=S(=O)(CCNCCc1ccccc1)NC1CCCCC1,i,0.6,0.2%
CC1(C)CC(=O)C2=C(C1)NC(=O)NC2c1ccccc1Cl (stereo unspecified),i,0.3,-0.2%
O=C1Nc2ccccc2C1(O)c1ccccc1O (stereo unspecified),i,0.3,0.0%
Cc1ccccc1N1CCN(C(=O)c2cccnc2)CC1,i,0.5,-4.3%

Complete entries from above. Values in the order: Myeloid diff MLP, Myeloid diff MLP GFP+ MAC1+ %, UTI89 phage lysis
Shown for `C=C[C@@]1(C)CC(=O)[C@]2(O)[C@@]3(C)[C@@H](O)CCC(C)(C)[C@@H]3[C@H](OC(C)=O)[C@H](O)[C@@]2(C)O1` : i, 1.5, 0.0%
Shown for `CCc1cc(C(=O)NCC(c2ccco2)N2CCCCC2)sc1C` (stereo unspecified) : i, 0.5, 0.3%[50 µM]

Screening data as filed in PubChem.

These rows are one share of the data, so the mix of outcomes need not match the whole.
